# Screening data from PubChem BioAssay.
# CaV13 FRET inh: Primary screen for inhibitors of IQ motif and Ca2+-dependent inactivation inhibitor domain binding in CACNA1D, Förster resonance energy transfer in living cells, …. actives 0.098% (n = 340,000). AID 743397. HEK cells, CFP/YFP FRET ICDI-IQ, plate reader, 10 min; percent FRET-ratio fall versus neutral wells. inhibition, % at 12.3 µM;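 active = mean replicate inhibition of at least 30% and at least 1% of replicates passing that level; inconclusive = only one of the two criteria is met; inactive = neither criterion is met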;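 also: 0% = median of the neutral control wells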
# m5-HT2A agonist: activates the mouse 5-HT2A serotonin receptor; P35363; activation, % at 7.6 µM; actives 0.66% (n = 360,000); AID 624169; CHO-K1 mHTR2A beta-arrestin complementation, luminescence; percent of 30 µM serotonin response;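 active = activation above a run cutoff, the mean activation of all tested compounds plus 3 SD, cut at about 14% in these data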;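 also: 0% = plate median of compound wells and 100% = 30 µM serotonin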
# Target sequence (P35363 whole entry, looked up): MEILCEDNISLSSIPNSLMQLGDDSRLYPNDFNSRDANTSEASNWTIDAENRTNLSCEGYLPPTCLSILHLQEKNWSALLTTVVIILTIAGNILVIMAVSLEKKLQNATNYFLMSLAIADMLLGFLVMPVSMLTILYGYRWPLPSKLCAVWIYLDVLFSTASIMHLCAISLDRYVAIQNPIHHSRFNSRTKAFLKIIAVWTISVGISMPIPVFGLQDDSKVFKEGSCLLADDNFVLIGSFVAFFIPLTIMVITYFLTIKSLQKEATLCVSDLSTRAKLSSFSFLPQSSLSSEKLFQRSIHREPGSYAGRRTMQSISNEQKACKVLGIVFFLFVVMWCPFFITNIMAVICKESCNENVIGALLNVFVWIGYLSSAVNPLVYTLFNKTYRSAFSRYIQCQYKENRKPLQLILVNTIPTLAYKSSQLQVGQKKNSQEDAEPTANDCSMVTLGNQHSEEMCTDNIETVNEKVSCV
# Vif imaging: HIV Vif inhibition | HEK293T cells, Vif self-association by quenched fluorescence, imaging, 24 h | inhibition, % at 7.49 µM | actives 0.35% (n = 340,000); in the data active = inhibition above about 50%, passing the limit was not always enough; inconclusive = no clear call, values can overlap the other calls; inactive = below about 31%; also: some results filed as inactive read as strong as hits
# aDG glyco act: increases alpha dystroglycan glycosylation. actives 0.22% (n = 360,000). Pro5-aDG cells, alpha-DG glycosylation AlphaScreen (IIH6); 0% Pro5, 100% B10-LARGE cell signal. activation, % at 10 µM. AID 624168;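 active = activation of at least 8% versus controls, or a plate z-score of at least 8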;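 also: Pro5 are CHO cells carrying HIG-tagged alpha-DG that lacks glycosylation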
# MC4R barr agon: activates human MC4R beta-arrestin recruitment | P32245 | U2OS MC4R beta-arrestin complementation, luminescence; percent of melanotan II response, DMSO zero | activation, % at 8.9 µM | actives 0.98% (n = 360,000) | AID 540308;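 active = activation above a per-plate cutoff, the mean activation of sample wells on that plate plus 3 SD, cut at about 8% in these data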
# ABCB6 inh 2: blocks the human ABCB6 transporter. actives 0.19% (n = 360,000). Q9NP58. fluorescence ratio to DMSO, % at 10 µM. K562-ABCB6 porphyrin accumulation, flow cytometry, 1 h; active compounds read low. AID 602162;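 active = fluorescence ratio to DMSO below 75%, the collection mean minus 3 SD; inconclusive = too few cells collected in the well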;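 also: signal is porphyrin accumulated inside mitochondria; 100% equals median channel fluorescence of DMSO control wells; lower ratio means ABCB6 inhibition with less porphyrin fluorescence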
# PDI turbidity: PDI (human) enzyme inhibition; P07237; PDI insulin aggregation turbidity, A650, 90 min; inhibition, % at 10 µM; actives 0.052% (n = 350,000);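 active = mean inhibition across replicates of 30% or more, whatever share of single replicates reach that level; inconclusive = mean inhibition below 30% while every single replicate reaches 30%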;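 also: absorbance from insulin aggregation driven by PDI reduction with DTT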
# Target sequence (P07237 whole entry, looked up): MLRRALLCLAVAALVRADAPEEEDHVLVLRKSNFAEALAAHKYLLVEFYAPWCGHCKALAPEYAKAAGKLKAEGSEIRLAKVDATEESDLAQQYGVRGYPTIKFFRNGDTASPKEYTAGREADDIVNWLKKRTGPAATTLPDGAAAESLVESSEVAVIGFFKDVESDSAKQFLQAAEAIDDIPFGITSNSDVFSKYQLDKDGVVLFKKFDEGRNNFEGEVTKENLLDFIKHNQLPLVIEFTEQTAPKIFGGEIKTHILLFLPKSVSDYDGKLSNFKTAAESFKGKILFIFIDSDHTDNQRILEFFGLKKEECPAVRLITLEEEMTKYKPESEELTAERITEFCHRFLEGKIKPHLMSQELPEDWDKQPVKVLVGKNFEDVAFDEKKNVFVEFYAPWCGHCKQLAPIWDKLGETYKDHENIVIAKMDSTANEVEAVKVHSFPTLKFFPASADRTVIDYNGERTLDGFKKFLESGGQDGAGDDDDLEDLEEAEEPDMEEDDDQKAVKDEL
# Glyco luc inh: blocks N-linked glycosylation in D54 reporter cells. D54 ERlucT glycosylation luciferase reporter, 24 h; percent of 100 nM tunicamycin response. reporter increase, % at 12.5 µM. actives 0.23% (n = 360,000);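 active = mean luciferase reporter signal, scaled so untreated is 0 and the glycosylation-blocking control 100, at or above a set limit in every replicate; inconclusive = mean reaches the limit but not every replicate does; inactive = mean below the limit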;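 also: luciferase carries N-glycosylation sites so blocking glycosylation raises the light; 0% = median of neutral control wells and 100% = median of 100 nM tunicamycin wells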
# MC4R antag cAMP: blocks human MC4R cAMP signaling | inhibition, % at 6.5 µM | MC4R-expressing cells, MTII-stimulated cAMP, LANCE TR-FRET | actives 0.48% (n = 360,000);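 active = inhibition above its plate's cutoff, the mean of tested wells on that plate plus 3 SD, cut at about 29% in these data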;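 also: 0% = Melanotan II alone and 100% = Melanotan II plus saturating MCL0020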
#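 material = U2OS cells stably expressing human melanocortin 4 receptor (MC4R) | also added = Melanotan II challenge | dosing = single nominal compound dose of 6.5 µM | detection = TR-FRET with Eu-cAMP and labeled anti-cAMP, 671 nm | replication = singlicate | timing = compound 30 min, challenge 1 h, detection 1 h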
# Cardio protect: protects H9c2 cardiomyocytes from peroxide injury; H2O2 injury protection, ATPLite, 2 h; protection from H2O2 cell death, % at 20 µM; actives 0.63% (n = 360,000); AID 588492;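 active = compounds giving at least 50% protection of heart cells from peroxide-induced death in the single-dose screen, raw or plate-pattern-corrected value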;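 also: 0% = DMSO wells with peroxide and 100% = DMSO wells without peroxide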
# * hit, by the source's call; ? = inconclusive; . = not tested or not shown.
no.	molecule	CaV13 FRET inh	m5-HT2A agonist	Vif imaging	aDG glyco act	MC4R barr agon	ABCB6 inh 2	PDI turbidity	Glyco luc inh	MC4R antag cAMP	Cardio protect
1	C[C@@H](N)C(=O)NC[C@H]1CC[C@H](C(=O)N[C@@H](Cc2ccccc2)C(=O)O)CC1	-7	0	9	-0.2	-0.6	90	7	1	4	2
2	CC(=O)N1CN(C2CC(C)(C)NC(C)(C)C2)Cc2c1sc1c2CCCC1	-3	9	-1	-0.3	-1.1	103	-4	0	4	5
3	CCN(CC)c1ccc(NC(=O)c2cc(Cl)ccc2OC)cc1	.	-3	3	0.0	0.5	96	4	3	15	-24
4	N/C(Cc1cccc2ccccc12)=N\OC(=O)c1ccc2c(c1)OCO2	0	-3	-5	0.5	4.4	107	-9	6	-2	-13
5	C=C(CCC(=O)c1ccccc1)C(=O)c1ccccc1	-5	-6	-2	-0.1	-3.2	94	7	-9	22	-19
6	Cc1ccc(NC(=O)ON=C2CCCC2)cc1	-5	2	.	-0.2	0.0	97	-1	-3	6	-16
7	Cc1nc(SCc2nc3c([N+](=O)[O-])cccc3[nH]2)c2oc3ccccc3c2n1	.	3	1	-0.1	2.9	92	5	-1	1	5
8	CCOc1cc(N2CCOCC2)c(OCC)cc1NC(=O)COC(=O)C1CCCN1S(=O)(=O)c1ccccc1F (stereo unspecified)	-3	9	7	0.3	-1.1	90	3	6	12	0
9	O=C(Nc1nc(-c2nc3ccccc3s2)cs1)c1ccco1	-6	8	.	0.1	0.7	99	-6	2	7	-12
10	O=c1[nH]c2cc([N+](=O)[O-])cc(Cl)c2c2ccccc12	-2	2	2	0.2	3.5	101	2	1	3	12
11	O=C(COC(=O)Cc1cccc(C(F)(F)F)c1)Nc1ccc2c(c1)OCCO2	2	-3	-8	0.5	-0.8	99	3	3	0	-5
12	O=C(NNC(=S)Nc1cccc(C(F)(F)F)c1)c1ccc(Cl)cc1Cl	-3	-2	1	-0.2	-2.0	93	9	-1	2	-28
13	O=S(=O)(c1cccc2ccccc12)N1CCC2CC1c1cc(-c3ccc4c(c3)OCO4)ccc12 (stereo unspecified)	-6	-4	-1	0.0	.	97	.	-2	.	-4
14	O=C(O)c1cc([N+](=O)[O-])cc2c1C=Cc1ccccc1O2	-10	-2	-16	0.0	0.6	102	6	1	23	-2
15	CCC(C)(C)n1nnnc1C(c1ccncc1)N1CCC(Cc2ccccc2)CC1 (stereo unspecified)	-4	8	-23	0.0	2.8	107	0	-7	1	-3
16	OC(CN1CCCCC1)Cn1c2ccccc2c2cc(Br)ccc21 (stereo unspecified)	-21	-4	1	1.9	3.6	97	0	1	12	4
17	CCOC(=O)Nc1ccc2c(c1)N(C(=O)CCN1CCN3CCCC3C1)c1ccccc1CC2 (stereo unspecified)	.	-4	3	-0.1	-0.3	92	-2	3	8	-2
18	CCc1nc2c(OCc3ccc(F)cc3)cccn2c1N(C)C(=O)c1ccc(C)cc1	-5	-5	25	0.1	-2.6	103	2	0	-5	-2
19	CCCCC(=O)N(C)c1c(CC)nc2c(OCC(=O)C(C)(C)C)cccn12	-11	1	.	0.2	0.5	95	-8	0	9	5
20	CCOC(=O)C1=C(C)N(C)C(=O)NC1c1c(O)ccc2ccccc12 (stereo unspecified)	-19	-9	-8	0.1	0.9	105	-4	0	15	-6
21	N[C@@H](CO)c1nnc([C@H](Cc2ccc(O)cc2)NC(=O)C2CCNCC2)o1	-4	-1	5	0.3	-2.1	100	-1	1	4	22
22	COc1ccc(/C=N/NC(=O)C2COc3ccccc3O2)cc1OC (stereo unspecified)	-7	-2	-4	-0.1	1.5	98	-2	-1	29*	2
23	COC(=O)c1ccc(OCC(O)CN2C(=O)c3ccccc3S2(=O)=O)cc1 (stereo unspecified)	-4	0	-5	-0.2	1.4	104	-5	2	6	7
24	CCOc1cc(C=O)c(Br)cc1OC1CCCC1	-5	-3	7	0.2	6.7	90	-12	1	-8	-4
25	O=C(COC(=O)CNC(=O)c1cccs1)Nc1ccccc1C(F)(F)F	6	-1	7	-0.1	-1.9	94	3	0	4	0
26	O=C(O)C[C@H]1c2ccc(C(F)(F)F)cc2S(=O)(=O)N1Cc1ccccc1	-11	2	-10	0.0	-2.2	87	-2	2	5	7
27	COc1ccc(NC(=O)CN(C)C(=O)CNC(=O)c2ccc(C)s2)cc1	-4	2	.	0.0	-3.1	95	8	-1	-5	-1
28	C[C@@H]1CN([C@@H](C)CO)C(=O)CCCn2cc(nn2)CO[C@H]1CN(C)S(=O)(=O)c1ccc(C#N)cc1	-4	3	-2	-0.2	-1.2	101	-2	1	-6	-1
29	Cc1ccc([N+](=O)[O-])cc1S(=O)(=O)Nc1cccc(S(=O)(=O)Nc2ccccc2C(=O)O)c1	-6	2	6	-0.2	-1.3	97	-16	1	0	2
30	COc1ccc(NC(=O)Cn2cc(C#N)c3ccccc32)cc1	6	-7	0	0.0	-1.1	96	0	1	-3	-6
31	O=C(CSc1ccc(C(F)(F)F)cc1[N+](=O)[O-])Nc1ccccc1	-7	4	-5	0.1	3.7	100	-5	-1	1	-5
32	NC(=O)N/N=C/c1ccc(N2CCOCC2)s1	-20	2	6	-0.1	0.3	89	1	3	-9	8
33	CC1(C(=O)Nc2ccc(Cl)c(Cl)c2)CCN1C(=O)CC(c1ccccc1)c1ccccc1 (stereo unspecified)	-6	-4	10	0.2	1.2	99	-3	-1	0	-3
34	O=C(Cn1cnc2c(nnn2-c2ccc(F)cc2)c1=O)NCc1ccco1	-5	-1	-10	0.0	-1.5	103	-2	1	7	4
35	COc1ccccc1CNC(=O)COc1ccccc1C	-21	-7	-2	0.0	-1.6	101	6	-3	-5	1
36	CN(C)S(=O)(=O)N1CCN(c2ccc([N+](=O)[O-])c(NC3CC3)c2)CC1	-5	-1	?	-0.2	-2.2	100	-6	-2	13	17
37	COc1ccc(-c2ocnc2C(=O)NCc2nn(-c3ccccc3)nc2C)cc1	-13	4	-24	0.9	0.3	82	-1	1	-5	-16
38	NS(=O)(=O)c1ccc(CNC(=O)CCS(=O)(=O)Cc2ccccc2)cc1	-7	-5	-7	0.0	-1.5	101	11	1	8	7
39	Cc1ccc(S(=O)(=O)c2cc(OC(=O)c3ccco3)ccc2OC(=O)c2ccco2)cc1	-5	-1	-3	0.1	0.1	102	17	3	-5	3
40	CN(Cc1ccccc1)S(=O)(=O)c1ccc2c(c1)n(C)c(=O)c(=O)n2C	0	-5	8	0.1	-1.9	93	14	0	1	1
41	COc1ccc(-n2nc([N+](=O)[O-])c(=NCCc3ccc(Cl)cc3)n2O)cc1	-11	1	-6	0.0	6.9	97	3	3	-2	1
42	O=S(=O)(c1ccc(Cl)cc1)N1CCN(S(=O)(=O)N2CCCCCC2)CC1	-2	5	-3	0.2	-0.6	100	5	0	17	8
43	COc1cccc(CN(C)C(=O)c2ccc(OCC(=O)Nc3cccc(C(F)(F)F)c3)c(OC)c2)c1	-6	-10	-12	5.0	-1.6	80	1	-5	0	-26
44	O=C(O)/C(=C\c1cccc(OCc2ccccc2)c1)c1ccc(F)cc1	-4	1	-2	0.0	-0.1	98	12	-1	5	-5
45	N#CCn1nnc(-c2ccc3c(c2)OCO3)n1	-4	4	-2	0.0	1.2	101	2	2	23	3
46	CCCCC(=O)NC(Nc1nc(C2CC2)cs1)(C(=O)OCC)C(F)(F)F (stereo unspecified)	-4	-1	3	-0.1	-1.6	99	-69	-2	10	-2
47	CCOC(=O)C1CCN(C2CC(=O)N(c3ccc(OCC)cc3)C2=O)CC1 (stereo unspecified)	0	0	.	0.0	-2.1	89	-20	-1	1	-2
48	Cc1cc(=O)oc2cc(OCC(=O)N3CCN(C(=O)C4COc5ccccc5O4)CC3)ccc12 (stereo unspecified)	-6	2	4	-0.1	0.4	94	18	0	7	20
49	CC1CCc2c(sc(NC(=O)CSc3nc(N)cc(=O)[nH]3)c2C(N)=O)C1 (stereo unspecified)	-4	-6	11	0.1	-1.8	99	-7	6	-25	-10
50	CC1(C)OC2C(O1)[C@@H](CO)O[C@H]2n1cnc2c(N)ncnc21 (stereo partly specified)	3	8	1	-0.1	-1.2	101	-4	2	1	0
51	O=C1c2ccccc2-c2nccnc21	-5	-5	-1	0.3	-1.3	99	-1	1	2	-4
52	O=C(c1ccc(S(=O)(=O)N2CCCCCC2)cc1)N1CCCC(C(F)(F)F)C1 (stereo unspecified)	-5	4	-10	0.2	-3.1	97	3	1	-2	0
53	c1ccc(COC2CCCN(Cc3nc(-c4cnccn4)no3)C2)nc1 (stereo unspecified)	-18	-1	9	-0.3	-0.4	103	8	2	-3	-1
54	CC(=O)c1cccc(NC(=O)NCCc2ccc(Cl)cc2)c1	-9	-5	-3	-0.4	-2.0	103	5	1	3	-6
55	CCN(CC(=O)NC1CCS(=O)(=O)C1)S(=O)(=O)c1ccc(Cl)cc1C(F)(F)F (stereo unspecified)	-1	-6	.	0.0	-2.6	97	-19	0	-3	6
56	CCOc1ccc2[nH]c(C(=O)N/N=C/c3ccccc3OC)cc2c1	-4	-2	-11	-0.1	-0.8	101	-2	14	-21	22
57	Oc1ccc(C2=CSC3=NCCN23)cc1O	-14	7	-3	0.1	-2.0	101	3	7	10	16
58	N#CC1=C(N)Oc2c(O)cc3ccccc3c2C1c1ccsc1 (stereo unspecified)	-4	-5	-5	0.4	2.6	101	2	0	20	58*
59	CN(C)S(=O)(=O)c1ccc(NC(=O)c2ccc([N+](=O)[O-])cc2)cc1	-4	-6	2	-0.1	-0.8	103	6	-2	-2	-1
60	O=C(C1CCCO1)N1CCN(C(=S)Nc2cccc(Cl)c2)CC1 (stereo unspecified)	-17	1	5	0.0	0.7	103	-3	0	13	3

# An excerpt taken from the entries so far:
no.	molecule	CaV13 FRET inh	m5-HT2A agonist	Vif imaging	aDG glyco act	MC4R barr agon	ABCB6 inh 2	PDI turbidity	Glyco luc inh	MC4R antag cAMP	Cardio protect
59	CN(C)S(=O)(=O)c1ccc(NC(=O)c2ccc([N+](=O)[O-])cc2)cc1	-4	-6	2	-0.1	-0.8	103	6	-2	-2	-1
60	O=C(C1CCCO1)N1CCN(C(=S)Nc2cccc(Cl)c2)CC1 (stereo unspecified)	-17	1	5	0.0	0.7	103	-3	0	13	3

# The results go on:
no.	molecule	CaV13 FRET inh	m5-HT2A agonist	Vif imaging	aDG glyco act	MC4R barr agon	ABCB6 inh 2	PDI turbidity	Glyco luc inh	MC4R antag cAMP	Cardio protect
61	COc1ccc(N=C2NC(=O)C(CO)(CO)S2)cc1	-5	0	16	0.0	-0.3	99	-3	1	19	-6
62	C=CCNC(=S)NNC(=O)c1cccn(Cc2ccc(Cl)cc2)c1=O	-4	1	-2	-0.2	-0.6	90	0	1	-2	-2
63	O=C(CCc1ccccc1)NC(=S)NCc1ccco1	1	-6	-2	-0.1	-2.9	91	3	-3	5	-12
64	COc1ccc(Cl)cc1C(=O)Nc1cccnc1	-1	3	53*	0.0	-1.2	96	-4	3	-6	10
